Screening results as filed in PubChem.
HIF activator = HIF pathway transcriptional activation. U2OS HRE-luciferase reporter, luminescence; normalized: DMSO 0%, desferrioxamine 100%. activation, % at 7.5 µM (by protocol). 300,000 tested, 0.32% active. AID 1910;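 active means mean activation of at least 10% of the iron chelator positive control signal, with at least half of replicates also reaching 10%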
AI-2 QS mod = Vibrio harveyi AI-2 quorum sensing modulation | Vibrio harveyi JMH597 AI-2 luminescence/OD600 ratio, 9 h; hits give low values; strain lacks LuxN and CqsS sensors; 0 = neutral-control median | activity change, % at 7.5 µM | 300,000 tested, 0.4% active; in the data active means activity change below about -75%, passing the limit was not always enough;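 further: luminescence divided by OD600 gain over 9 h not by final OD600 alone; inactives centre near 13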
HSP90 inh = HSP90 refolding inhibition in rabbit reticulocyte lysate; inhibition, % at 5.6 µM; luciferase refolding luminescence, 3 h; 290,000 tested, 0.91% active;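 active means inhibition above the screen-wide mean plus 3 SD, computed separately per campaign, cut at about 16% in these data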;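 further: 0% = DMSO wells and 100% = 60 µM geldanamycin wells; inhibitors lower the luminescence because luciferase stays unfolded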
HSF1 activator = increases HSF-1 driven luciferase reporter signal; 300,000 tested, 1.7% active; activation, % at 9 µM; NIH3T3-HGL HSF-1 luciferase reporter, MG132, 8 h; 100% = twice DMSO control signal;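 active means mean replicate activation of at least 50% with a set share of replicates each reaching 50%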;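 further: 0% = median of the neutral control wells and 100% = twice that signal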
KLF5 inh = inhibitors of KLF5 expression; inhibition, % at 5 µM; 290,000 tested, 0.23% active; DLD-1 KLF5 promoter-luciferase reporter, luminescence;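 active means inhibition above a per-plate limit of that plate's mean compound inhibition plus 3 SD, cut at about 60% in these data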;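 further: 0% = DMSO wells and 100% = LY294002 at 200 µM; higher means less KLF5 promoter-driven luciferase light; inactives centre near -14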
GSK3B inh = blocks human GSK3beta kinase activity | P49841 | GST-GSK3beta kinase, ADP-Glo luminescence, 60 min; hits give low values | activity score (negative = inhibition), % at 10 µM | 300,000 tested, 0.038% active;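 active means more than half of replicate wells score below -50%, meaning over 50% inhibition versus plate controls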;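 further: 0% = median DMSO wells and -100% = median GW8510 positive control wells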
Target sequence (P49841 whole entry, looked up): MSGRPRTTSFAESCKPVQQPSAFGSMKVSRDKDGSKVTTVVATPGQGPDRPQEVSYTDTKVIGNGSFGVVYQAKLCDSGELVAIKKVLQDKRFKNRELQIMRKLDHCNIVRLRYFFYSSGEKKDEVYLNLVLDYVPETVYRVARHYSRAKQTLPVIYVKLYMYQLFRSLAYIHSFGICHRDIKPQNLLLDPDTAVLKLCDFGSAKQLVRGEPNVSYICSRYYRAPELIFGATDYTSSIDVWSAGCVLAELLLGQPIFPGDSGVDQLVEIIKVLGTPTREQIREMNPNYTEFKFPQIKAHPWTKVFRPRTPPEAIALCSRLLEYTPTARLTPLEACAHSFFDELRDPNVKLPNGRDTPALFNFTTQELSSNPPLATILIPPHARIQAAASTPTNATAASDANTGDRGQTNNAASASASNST
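Test system: GST-fused GSK3beta enzyme, cell-free | Quantity: 1.6 ng GST-GSK3beta enzyme per well | Reagent: 25 µM ATP with peptide substrate | Schedule: 60 min enzyme reaction, room temperature | Signal: Luminescent ADP-Glo measurement of ADP formed | Read-out basis: Score relative to plate controls | Control set: DMSO and 20 µM GW8510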
aSyn 5UTR inh = MLPCN primary screen, SNCA 5' untranslated region; alpha-synuclein 5'UTR reporter, inhibitor activity; AID 1813; 300,000 tested, 0.82% active; inhibition, % (tested at 7.5 µM); in the data active means inhibition above about 60%;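 further: H4 neuroglioblastoma cells stably carrying SNCA 5'UTR luciferase fusion; 0% = DMSO wells and 100% = positive control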
HSF1 inh = HSF1 inhibition; 300,000 tested, 0.77% active; NIH3T3-HGL HSE-luciferase, MG132-induced, luminescence 8 h; hits give low values; activity change, negative = inhibition, % at 7.5 µM (by protocol);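 active means more than half of replicate wells show activity change below -50%, luminescence cut by over half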;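 further: luciferase reports HSF-1 transcriptional activity via heat shock element; 0% = median of DMSO wells and -100% = zero luminescence signal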
GSK3A inh = human GSK-3 alpha kinase inhibition | 320,000 tested, 0.1% active | ADP-Glo luminescence, 60 min | inhibition, % at 10 µM | P49840 | AID 2650;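 in the data active means inhibition above about 50%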;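 further: GST-tagged GSK-3 alpha with peptide substrate and 25 µM ATP; 0% = DMSO neutral wells and 100% = GW8510 positive control wells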
Target sequence (P49840 whole entry, looked up): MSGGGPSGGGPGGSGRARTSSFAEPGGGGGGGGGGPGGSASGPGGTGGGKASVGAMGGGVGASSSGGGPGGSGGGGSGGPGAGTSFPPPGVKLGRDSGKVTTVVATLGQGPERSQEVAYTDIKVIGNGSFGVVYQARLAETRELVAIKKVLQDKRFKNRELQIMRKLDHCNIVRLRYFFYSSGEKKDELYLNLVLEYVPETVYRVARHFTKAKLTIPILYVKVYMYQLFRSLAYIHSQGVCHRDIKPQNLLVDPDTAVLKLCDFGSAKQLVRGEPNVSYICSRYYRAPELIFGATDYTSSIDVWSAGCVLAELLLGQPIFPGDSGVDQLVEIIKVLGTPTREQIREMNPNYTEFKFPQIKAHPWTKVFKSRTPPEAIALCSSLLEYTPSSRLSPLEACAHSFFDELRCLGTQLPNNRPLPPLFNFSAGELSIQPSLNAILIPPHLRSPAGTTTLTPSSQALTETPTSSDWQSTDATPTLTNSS
IEC-6 tox = kills IEC-6 intestinal cells in KLF5 counter-screen | inhibition, % at 5 µM | 290,000 tested, 0.78% active | AID 1825 | IEC-6 cytotoxicity, luminescence viability; in the data active means inhibition above about 22%;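 further: 0% = plate median of test compound wells and 100% = cytotoxic reference compound wells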
Numbers without * were called inactive; · = no result given.

SMILES | HIF activator | AI-2 QS mod | HSP90 inh | HSF1 activator | KLF5 inh | GSK3B inh | aSyn 5UTR inh | HSF1 inh | GSK3A inh | IEC-6 tox
CCCOc1ccc(NC(=O)CC2C(=O)N(C)C(=S)N2Cc2ccc3c(c2)OCO3)cc1 (stereo unspecified) | -28 | 22 | 4 | 7 | -2 | 1 | -13 | 0 | -2 | 4
COc1cc(/C=C2\SC(=S)N(NC(=O)c3cccc(O)c3)C2=O)ccc1O | -0.9 | -3 | 3 | -7 | 2 | -9 | -2 | 4 | 2 | 11
O=C(O)c1cccc(NC(=O)c2ccc3c(c2)C(=O)N(Cc2ccco2)C3=O)c1 | -0.6 | 14 | 10 | 34 | -10 | -1 | 7 | 6 | -1 | -3
CC(C)(C)c1nc(SCC(=O)N2CC(=O)Nc3ccccc32)c2ccccc2n1 | 0.0 | 22 | -2 | · | -6 | 1 | 2 | · | -3 | -4
Cc1nn(Cc2cccc(C(=O)N3CCCC(C)C3)c2)c(C)c1[N+](=O)[O-] (stereo unspecified) | 0.0 | -1 | 2 | 18 | 9 | 1 | 23 | 6 | -1 | -4
Cc1nn(Cc2ccccc2Cl)c2sc(C(=O)Nc3ccccc3N3CCOCC3)cc12 | 1.1 | 1 | -2 | 8 | -27 | 1 | 25 | -10 | -1 | 2
O=C(CCC1N=C2c3ccccc3N=C(SCc3ccccc3Cl)N2C1=O)NCc1ccco1 (stereo unspecified) | -0.3 | 9 | 1 | 35 | -8 | -3 | -26 | 5 | 0 | 2
COc1ccc(NC(=S)N(CCCN2CCOCC2)Cc2ccccn2)cc1 | -0.5 | 24 | -4 | 9 | -16 | 0 | -19 | -1 | -2 | -3
CCOc1cc(C(=S)N2CCOCC2)ccc1OS(=O)(=O)c1ccc(OC)cc1 | 0.2 | 21 | 4 | -83 | -4 | -1 | 21 | -78* | -1 | 7
CSCCC(NC(N)=O)C(=O)N(C)CC(=O)Nc1ccc(C)cc1 (stereo unspecified) | -0.9 | 22 | 0 | 2 | 1 | 1 | -7 | 7 | -2 | 1
CS(=O)(=O)c1nc(S(=O)(=O)c2ccc(Cl)cc2)c(NCCCn2ccnc2)s1 | -0.2 | 35 | 3 | 19 | -24 | 6 | -4 | 6 | -1 | 1
Fc1cccc(Cl)c1CSc1nnc2ccccn12 | -1.0 | 11 | 1 | 6 | -43 | 1 | -40 | 12 | -1 | 7
CC(NC(=O)[C@H](Cc1c[nH]c2ccccc12)NC(=O)[C@@H]1Cc2ccccc2CN1)c1ccccc1 (stereo partly specified) | 0.2 | 10 | 6 | 3 | 7 | 4 | 23 | 3 | 3 | 2
COc1ccc(N(CC(=O)Nc2ccc3c(c2)OCO3)S(=O)(=O)c2ccc(C)cc2)cc1OC | -0.5 | 1 | 0 | -1 | 3 | -2 | 29 | 2 | 0 | 3
FC(F)(F)c1cc(-c2cccs2)n[nH]1 | -1.3 | 6 | 6 | -13 | -2 | 0 | -4 | -2 | -1 | 9
Cc1ccc(C(=O)Nc2ccc(NC(=O)c3ccco3)c(C)c2)cc1 | 0.6 | -5 | -2 | 30 | -36 | 5 | -67 | 10 | 2 | 0
CCOC(=O)C(NC(C)=O)(Nc1ccc(S(N)(=O)=O)cc1)C(F)(F)F (stereo unspecified) | -0.4 | 25 | 3 | -9 | 18 | 1 | 14 | -10 | 0 | 11
CC(C)Cn1cnc2c1c(=O)n(CC(=O)O)c(=O)n2Cc1ccccc1 | 1.0 | 24 | 3 | 8 | -16 | -20 | -5 | -2 | -2 | 2
Cc1c(O)ccc2c(CC(=O)N[C@@H](Cc3ccc(O)cc3)C(=O)O)cc(=O)oc12 | 0.9 | -3 | 3 | -77 | -14 | 3 | 15 | -70* | 12 | 2
OC(CNC1CCCc2ccccc21)COc1c(Cl)cccc1Cl (stereo unspecified) | -0.2 | 2 | -4 | -8 | 7 | 2 | 19 | -11 | 1 | 10

3 entries from above, arranged by SMILES length, falling:
SMILES | HIF activator | AI-2 QS mod | HSP90 inh | HSF1 activator | KLF5 inh | GSK3B inh | aSyn 5UTR inh | HSF1 inh | GSK3A inh | IEC-6 tox
CC(NC(=O)[C@H](Cc1c[nH]c2ccccc12)NC(=O)[C@@H]1Cc2ccccc2CN1)c1ccccc1 (stereo partly specified) | 0.2 | 10 | 6 | 3 | 7 | 4 | 23 | 3 | 3 | 2
O=C(O)c1cccc(NC(=O)c2ccc3c(c2)C(=O)N(Cc2ccco2)C3=O)c1 | -0.6 | 14 | 10 | 34 | -10 | -1 | 7 | 6 | -1 | -3
FC(F)(F)c1cc(-c2cccs2)n[nH]1 | -1.3 | 6 | 6 | -13 | -2 | 0 | -4 | -2 | -1 | 9

The results go on.
SMILES | HIF activator | AI-2 QS mod | HSP90 inh | HSF1 activator | KLF5 inh | GSK3B inh | aSyn 5UTR inh | HSF1 inh | GSK3A inh | IEC-6 tox
Nc1ccccc1SCC(=O)Nc1ccc2c(c1)OCCO2 | 0.5 | 15 | -5 | -54 | -51 | 1 | -89 | -49 | -4 | -2
CC(O)CSc1nc2c(c(=O)[nH]c(=O)n2C)n1Cc1ccccc1Cl (stereo unspecified) | -0.7 | 8 | 2 | 38 | -16 | 4 | 49 | 8 | 3 | 2
O=C(Nc1ccccc1C(F)(F)F)c1ccccc1Br | 0.2 | 4 | 2 | -7 | 3 | -4 | -20 | -13 | -1 | -7
COC(=O)/C(=C1\Oc2ccc(C(C)(C)C)cc2S1)C(F)(F)F | 1.4 | 27 | 3 | -42 | 6 | -2 | -189 | -43 | 0 | 0
O=S(=O)(NC1CCCC1)c1ccc(S(=O)(=O)N2CCN(c3ccccc3)CC2)cc1 | -0.1 | 3 | 0 | 30 | -28 | 0 | 1 | 7 | -1 | 1
O=C(CCc1ccccc1)Nc1ccc(Cl)cn1 | 4.4 | -21 | 0 | 9 | 20 | 7 | -314 | 1 | 8 | 68*
O=C(NCCc1csc(-c2ccccc2)n1)c1ccc(Br)o1 | -0.1 | 16 | 0 | -14 | -10 | -1 | -12 | -2 | 30 | 5
O=C(Nc1cccc(C(=O)N2CCOCC2)c1)c1ccc([N+](=O)[O-])cc1 | -0.4 | 16 | 1 | -11 | -4 | -1 | -6 | -4 | -1 | 6
CCc1ccc(CN2CCC(n3nccc3NC(=O)c3ccccc3Cl)CC2)cc1 | -0.3 | 30 | 0 | 16 | -7 | 4 | 13 | 4 | 1 | 3
Cc1c(Cl)c([N+](=O)[O-])nn1CCCC(=O)O | 0.0 | 12 | 2 | 1 | -11 | 1 | -7 | -8 | -3 | -3
O=C(N1CCCC1)C12CCC3CC(CC(C3)C1)C2 | -41 | 19 | 6 | 8 | 3 | 2 | -3 | -4 | 0 | 3
C=CCNC(=S)NCCCCC1NC(=S)N(CC=C)C1=O (stereo unspecified) | 0.7 | 2 | -2 | -1 | 16 | -1 | 5 | -9 | 0 | -3
CCc1ccc(OCC(=O)OC2CCS(=O)(=O)C2)cc1 (stereo unspecified) | · | 27 | 2 | 11 | -16 | 4 | -3 | -8 | -2 | -4
CC(C)c1cc(C(=O)O)c2ccccc2n1 | 0.0 | 20 | -1 | -1 | -32 | 4 | -5 | -6 | -2 | 3
COc1ccc(N=C2NC(=O)/C(=C\C=C\c3ccccc3)S2)cc1 | -0.7 | 14 | 6 | 27 | -9 | 2 | -3 | 14 | 0 | 8
COc1ccc(N(C(=O)c2cccc([N+](=O)[O-])c2)S(=O)(=O)c2ccc3c(c2)n(C)c(=O)n3C)cc1 | -0.1 | 3 | 1 | 25 | 11 | -1 | 11 | 9 | 6 | 3
NC(=O)NC(=O)COC(=O)c1ccc(OC(F)(F)F)cc1 | -0.2 | 8 | -3 | -4 | -14 | -1 | -18 | -6 | 0 | 5
Clc1ccc(C2=Nn3c(nnc3-c3n[nH]c4c3CCC4)SC2)cc1 | -0.2 | 15 | -1 | -3 | -10 | 1 | 58 | 2 | -2 | 32*
O=S(=O)(c1ccccc1)c1nnn2c1nc(NC1CCN(Cc3ccccc3)CC1)c1cc(Cl)ccc12 | -0.1 | 29 | 4 | 32 | 12 | 1 | 33 | 16 | 0 | 0
O=C(NC1CCCCC1)c1cc(-c2ccc(F)cc2)on1 | 0.5 | 24 | 1 | 54* | -150 | -4 | -156 | 22 | 2 | -2
CCN(CC)c1ccc(NC(=O)CCN2C(=O)c3ccccc3S2(=O)=O)c(C)c1 | 0.2 | 21 | · | 4 | · | -1 | -10 | -2 | -1 | ·
COc1ccc(OC)c2sc(NC(=O)CCS(=O)(=O)c3ccccc3)nc12 | -0.2 | 10 | 1 | 14 | -20 | 1 | -19 | 11 | 0 | 5
Cn1c(=O)oc2cc(S(=O)(=O)N3CCN(c4ccccc4F)CC3)ccc21 | -0.2 | -11 | 2 | 0 | 14 | 0 | -8 | -8 | -2 | 2
Cc1ccc(C(=O)Nc2ccc(NC(=O)c3cccs3)cc2)c(C)c1 | -3.6 | 29 | -1 | -2 | -22 | 1 | -8 | -12 | 0 | 4
O=C1CCC(C(=O)N(c2ccccc2)C2(C(=O)NC3CCCCC3)CCCCC2)N1 (stereo unspecified) | · | · | 7 | · | -30 | · | · | · | -1 | 1
Cc1cc2ncn(-c3ncccc3[N+](=O)[O-])c2cc1C | 0.1 | 32 | 2 | 17 | -40 | -3 | 14 | -6 | -1 | -1
O=C(NCCc1ccccc1)C1CCN(S(=O)(=O)N2CCCCC2)CC1 | -0.7 | 15 | -7 | 5 | 15 | 3 | -3 | -2 | 0 | -8
COc1ccc(C)cc1NC(=O)C12CCC(C)(C(=O)O1)C2(C)C (stereo unspecified) | 0.3 | 5 | -6 | -5 | -35 | 0 | -9 | -5 | -16 | -6
Cc1ccc2c(c1)N(CC(=O)NCCc1ccccc1)C(=O)c1cccnc1O2 | 0.0 | 37 | 0 | -3 | -9 | 3 | -29 | -6 | -5 | 3
O=C(CN1CCN(CC(=O)Nc2ccc3c(c2)OCO3)CC1)Nc1ccc(F)cc1 | -0.2 | 8 | 0 | 14 | -19 | -1 | 26 | -7 | -2 | -2
Cc1nn(CC(=O)NCc2ccccn2)c(C)c1[N+](=O)[O-] | -0.3 | 4 | -2 | -1 | -4 | 0 | 8 | -6 | 8 | -1
CN1CCN(c2ccc(NC(=O)c3ccc(Br)o3)cc2)CC1 | 2.3 | 19 | -3 | 19 | -123 | 1 | -57 | 7 | 1 | -10
CCN(C(=O)COC(=O)CNC(=O)c1ccc(C)s1)c1ccccc1 | 0.1 | 11 | 0 | 37 | -2 | 1 | 8 | 16 | -1 | 1
COc1ccc(C)cc1S(=O)(=O)N(CC(=O)Nc1cccc([N+](=O)[O-])c1)c1cc(C)cc(C)c1 | 0.0 | 9 | -3 | 28 | -24 | 2 | -7 | 6 | -4 | -1
CCc1c(C)nc2ncnn2c1N1CCN(S(=O)(=O)c2ccc(OC)cc2)CC1 | 0.0 | 2 | -4 | 5 | -22 | -1 | -12 | -2 | 1 | -3
COc1ccc(C(=O)NNC(=S)NC(=O)c2ccc(OC)cc2)cc1 | -3.7 | 37 | -4 | -11 | 3 | -3 | 10 | -3 | 0 | 8
Cc1ccc(OCCC(=O)OCC(=O)Nc2ccc(C)cc2Cl)cc1 | 0.2 | 11 | · | -7 | · | -2 | -1 | -6 | -1 | ·
CCCc1cc(=O)oc2cc(C)cc(OCC(=O)NC3CC3)c12 | 0.4 | 14 | -4 | 4 | -25 | -3 | -2 | -3 | -1 | 0
